Bioassay records from PubChem.
mec2-1 = NCI yeast anticancer drug screen, S. cerevisiae mec2-1 strain; 9% of 79,000 active; % growth inhibition at 50 µM;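 note: 0% = growth of vehicle-only cultures of the same strain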
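Each compound was tested on mec2-1 yeast, a strain altered in DNA damage repair or cell cycle control. Growth inhibition is reported relative to vehicle.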
yeast bub3 = NCI yeast anticancer drug screen, S. cerevisiae bub3 mutant strain; 9.9% of 78,000 active; growth inhibition, % at 50 µM; AID 167;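 note: 0% = growth of vehicle-only cultures of the same strain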
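Part of a panel of yeast mutants defective in DNA damage repair or cell cycle regulation. Each strain is grown with compound, and inhibition is calculated relative to solvent-treated cultures.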
cln2 rad14 = NCI yeast anticancer drug screen, S. cerevisiae cln2 rad14 strain; AID 165; 8.3% of 78,000 active; % growth inhibition at 50 µM;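 note: 0% = growth of vehicle-only cultures of the same strain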
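Relative to vehicle controls, growth inhibition of compound-treated cln2 rad14 yeast was recorded.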
yeast mlh1 rad18 = NCI yeast anticancer drug screen, S. cerevisiae mlh1 rad18 strain. growth inhibition, % at 50 µM. 11% of 79,000 active. AID 175;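 note: 0% = growth of vehicle-only cultures of the same strain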
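Test agents were incubated with a yeast strain of defined genotype (DNA damage repair defect). Inhibition of growth was derived by comparison with vehicle-exposed cultures.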
sgs1 mgt1 = NCI yeast anticancer drug screen, S. cerevisiae sgs1 mgt1 strain. growth inhibition, % at 50 µM. 10% of 78,000 active. AID 161;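 note: 0% = growth of vehicle-only cultures of the same strain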
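Compounds are added to genetically altered yeast, and growth is compared with cultures given vehicle alone to give percent inhibition.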
rad50 = NCI yeast anticancer drug screen, S. cerevisiae rad50 strain. 10% of 79,000 active. AID 155. % growth inhibition at 50 µM;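 note: 0% = growth of vehicle-only cultures of the same strain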
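Compounds were tested on a yeast strain with an engineered DNA damage repair alteration; the reported value is growth inhibition normalised to vehicle treatment.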
Starred values were filed as active, the others as inactive; . = not tested or not shown. Cut-off read from the data, not from the text of the source: active = growth inhibition above about 70%; inactive = the rest.

SMILES	mec2-1	yeast bub3	cln2 rad14	yeast mlh1 rad18	sgs1 mgt1	rad50
O=C1c2cc3c(cc2CC12Cc1cc4c(cc1C2)CCC4)CCC3	1.4	-3.0	7.5	-1.4	-8.0	-14.6
C(=N/NC1=NCCN1)/c1c2ccccc2c(/C=N\NC2=NCCN2)c2ccccc12	83.6*	79.7*	62.5	.	85.2*	82.2*
CCCC(=O)N[C@H]1C2C3CC4C5CC(C42)C1(C)C53 (stereo partly drawn)	-17.4	7.2	10.3	-17.2	3.8	-5.3
O=C(O)CCC(CCC(=O)O)(C(=O)O)C(=O)O	-7.8	-0.8	-41.0	2.9	-6.1	5.8
C/C(=N\N(C)C)C1=C(O)C(C(C)C)NC1=O (stereo not drawn)	-20.4	-10.7	5.0	4.9	-19.9	-5.5
C1COC2(C1)CCCO2	-0.5	23.2	3.5	-3.0	-27.2	21.6
NC(=O)Cc1c[nH]c2ccccc12	-4.0	33.4	-37.2	48.6	14.3	39.7
N#CC(/C(=N\NC(N)=S)C(=O)NC1C2CC3CC(C2)CC1C3)c1ccc(Cl)cc1 (stereo not drawn)	10.2	15.4	10.1	25.4	19.8	29.2
NC(=O)N/N=C/c1ccc(Cl)cc1Cl	-5.5	4.8	-1.6	-13.6	-8.2	-3.7
Cc1ccc2ccc(C(Nc3ccccc3)c3ccncc3)c(O)c2n1 (stereo not drawn)	82.8*	81.1*	49.3	89.0*	43.5	90.8*
CC(=O)Nc1cc2c(cc1Cl)-c1cc(Cl)c(NC(C)=O)c(Cl)c1C2	1.4	0.1	1.4	-0.1	-12.2	-6.5
NC(CSCCCS(=O)(=O)O)C(=O)O (stereo not drawn)	-4.7	-1.5	-19.1	-10.2	9.8	-4.2
C=CCN=C1N=C(CC(=O)OCC)CS1	-32.8	-21.6	-5.5	-6.0	-10.7	4.2
CC(C)Cc1ccc(NC2=C(Cl)C(=O)c3ccccc3C2=O)cc1	19.7	15.1	25.1	28.1	13.7	19.3
N#C/C(=C/c1ccccc1Cl)C(N)=O	-7.0	.	.	6.2	.	-12.2
CNc1nc(SC)nc2[nH]ncc12	-9.2	23.0	-3.2	2.0	2.5	7.1
C=C(CC(=O)OC(C)C)C(=O)OC(C)C	-17.6	2.1	-20.9	1.3	-8.1	-2.2
O=S(=O)(c1cccc(C(F)(F)F)c1)N(CCCCN(S(=O)(=O)c1cccc(C(F)(F)F)c1)S(=O)(=O)c1cccc(C(F)(F)F)c1)S(=O)(=O)c1cccc(C(F)(F)F)c1	-11.6	-19.2	-20.2	-6.6	-20.7	-13.8
COC(=O)/C=C1/CC[C@H]2[C@@H]3C[C@@H](C)[C@@]4(O)CC5(CC[C@]4(C)[C@H]3C(=O)C[C@]12C)OCC(C)(C)CO5	8.7	8.8	26.8	-0.7	15.6	4.0
OC(COc1cccc2ccccc12)CN1CCOCC1 (stereo not drawn)	37.0	49.1	73.5*	37.3	46.5	71.5*
N#CCCN(CCC#N)c1ccc(/C=C2\N=C(CN3C(=O)c4ccccc4C3=O)OC2=O)cc1	4.2	0.1	11.3	7.5	7.0	-20.1
O=[N+]([O-])c1ccc(N=C(Cl)N2CCCCC2)cc1	-11.3	6.5	-16.2	3.8	22.5	20.6
O=C1C2CCCC3CCCC(C(=O)N1O)C32 (stereo not drawn)	93.0*	92.0*	74.7*	90.3*	93.5*	91.9*
O=C(O)C(=O)Cc1cccc(Cl)c1[N+](=O)[O-]	5.2	-4.8	-10.6	15.0	13.4	2.1
CN(C)CCSCCO	6.6	14.9	0.2	7.8	-13.4	-7.2
CCCCCCC(=O)/C=C/c1cccc(OCc2ccccc2)c1	3.8	18.4	13.6	13.7	13.3	32.0
COc1cc(C2=N/C(=C\c3cc(Br)ccc3O)C(=O)O2)cc(OC)c1OC	-6.2	2.2	-6.5	1.0	34.5	-19.6
CC(C=O)Cc1ccccc1 (stereo not drawn)	-8.1	10.3	37.0	-1.4	-3.4	-8.9
C[C@H](N)C(=O)N[C@@H]1[C@H]2C(=C(O)C[C@@H](O)[C@@H]2O)C(=O)O[C@@H]1C	-7.5	-3.1	10.2	-33.5	1.1	0.9
COc1cccc(C=NC23CC4CC(CC(C4)C2)C3)c1	-3.1	6.8	-0.9	-6.8	3.6	-22.2
C=C(C)[C@@H]1CC[C@@H]2C(=CC[C@]3(C)C([C@H](C)CC/C=C(/C)C(=O)O)CC[C@@]23C)[C@@]1(C)CCC(=O)O (stereo partly drawn)	-5.0	4.0	14.4	-63.2	-0.8	15.6
CCN(CC)C1=C(Cl)C(=O)C(N(CC)CC)=C(Cl)C1=O	40.9	36.7	40.8	17.9	38.5	36.9
N=c1nc(Cl)c(Cl)c(N)n1O	2.6	-24.2	-36.2	11.9	-10.7	-5.2
C=C1C(=O)O[C@H]2C1[C@H](OC(=O)/C(C)=C\COC(C)=O)C[C@]1(CO1)[C@@H]1[C@H](O)[C@H]3O[C@@]3(C)[C@@H]12 (stereo partly drawn)	-26.4	-52.0	-1.0	-2.0	-13.0	-6.0
c1ccc([P+](CCNCCNCC[P+](c2ccccc2)(c2ccccc2)c2ccccc2)(c2ccccc2)c2ccccc2)cc1	9.2	-5.2	5.7	-0.6	-13.8	6.3
c1ccc2cc3c(ccc4cccc[n+]43)cc2c1	18.0	27.7	71.5*	29.9	35.6	34.3
[N-]=[N+]=Nc1c2c(nc3ccccc13)CCCC2	-10.2	0.3	-51.1	-4.4	-21.4	-38.1
O=C(c1ccccc1)c1nc2ccc(Cl)cc2c2c1Cc1ccccc1-2	-26.2	-9.2	17.8	-19.4	-20.9	-4.0
CC(C)(C)OC(=O)N[C@@H](CO)C(=O)NOCc1ccccc1	34.0	-16.9	31.6	16.3	-4.4	14.2
CCCCCCCCN=[N+](C)[O-]	-9.2	11.1	-74.0	-10.9	-1.2	-9.1

Structures above that have a halogen:
SMILES	mec2-1	yeast bub3	cln2 rad14	yeast mlh1 rad18	sgs1 mgt1	rad50
N#CC(/C(=N\NC(N)=S)C(=O)NC1C2CC3CC(C2)CC1C3)c1ccc(Cl)cc1 (stereo not drawn)	10.2	15.4	10.1	25.4	19.8	29.2
NC(=O)N/N=C/c1ccc(Cl)cc1Cl	-5.5	4.8	-1.6	-13.6	-8.2	-3.7
CC(=O)Nc1cc2c(cc1Cl)-c1cc(Cl)c(NC(C)=O)c(Cl)c1C2	1.4	0.1	1.4	-0.1	-12.2	-6.5
CC(C)Cc1ccc(NC2=C(Cl)C(=O)c3ccccc3C2=O)cc1	19.7	15.1	25.1	28.1	13.7	19.3
N#C/C(=C/c1ccccc1Cl)C(N)=O	-7.0	.	.	6.2	.	-12.2
O=S(=O)(c1cccc(C(F)(F)F)c1)N(CCCCN(S(=O)(=O)c1cccc(C(F)(F)F)c1)S(=O)(=O)c1cccc(C(F)(F)F)c1)S(=O)(=O)c1cccc(C(F)(F)F)c1	-11.6	-19.2	-20.2	-6.6	-20.7	-13.8
O=[N+]([O-])c1ccc(N=C(Cl)N2CCCCC2)cc1	-11.3	6.5	-16.2	3.8	22.5	20.6
O=C(O)C(=O)Cc1cccc(Cl)c1[N+](=O)[O-]	5.2	-4.8	-10.6	15.0	13.4	2.1
COc1cc(C2=N/C(=C\c3cc(Br)ccc3O)C(=O)O2)cc(OC)c1OC	-6.2	2.2	-6.5	1.0	34.5	-19.6
CCN(CC)C1=C(Cl)C(=O)C(N(CC)CC)=C(Cl)C1=O	40.9	36.7	40.8	17.9	38.5	36.9
N=c1nc(Cl)c(Cl)c(N)n1O	2.6	-24.2	-36.2	11.9	-10.7	-5.2
O=C(c1ccccc1)c1nc2ccc(Cl)cc2c2c1Cc1ccccc1-2	-26.2	-9.2	17.8	-19.4	-20.9	-4.0
